Assay outcomes from PubChem BioAssay.
FAK inh: inhibitors of human focal adhesion kinase; biochemical FAK kinase activity assay; inhibition, %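 (tested at 7 µM)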; 97,000 tested, 0.84% active; AID 727; in the data active = inhibition above about 19%;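 also: 0% = DMSO and 100% = reference compound high control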
Target sequence (Q05397 whole entry, looked up): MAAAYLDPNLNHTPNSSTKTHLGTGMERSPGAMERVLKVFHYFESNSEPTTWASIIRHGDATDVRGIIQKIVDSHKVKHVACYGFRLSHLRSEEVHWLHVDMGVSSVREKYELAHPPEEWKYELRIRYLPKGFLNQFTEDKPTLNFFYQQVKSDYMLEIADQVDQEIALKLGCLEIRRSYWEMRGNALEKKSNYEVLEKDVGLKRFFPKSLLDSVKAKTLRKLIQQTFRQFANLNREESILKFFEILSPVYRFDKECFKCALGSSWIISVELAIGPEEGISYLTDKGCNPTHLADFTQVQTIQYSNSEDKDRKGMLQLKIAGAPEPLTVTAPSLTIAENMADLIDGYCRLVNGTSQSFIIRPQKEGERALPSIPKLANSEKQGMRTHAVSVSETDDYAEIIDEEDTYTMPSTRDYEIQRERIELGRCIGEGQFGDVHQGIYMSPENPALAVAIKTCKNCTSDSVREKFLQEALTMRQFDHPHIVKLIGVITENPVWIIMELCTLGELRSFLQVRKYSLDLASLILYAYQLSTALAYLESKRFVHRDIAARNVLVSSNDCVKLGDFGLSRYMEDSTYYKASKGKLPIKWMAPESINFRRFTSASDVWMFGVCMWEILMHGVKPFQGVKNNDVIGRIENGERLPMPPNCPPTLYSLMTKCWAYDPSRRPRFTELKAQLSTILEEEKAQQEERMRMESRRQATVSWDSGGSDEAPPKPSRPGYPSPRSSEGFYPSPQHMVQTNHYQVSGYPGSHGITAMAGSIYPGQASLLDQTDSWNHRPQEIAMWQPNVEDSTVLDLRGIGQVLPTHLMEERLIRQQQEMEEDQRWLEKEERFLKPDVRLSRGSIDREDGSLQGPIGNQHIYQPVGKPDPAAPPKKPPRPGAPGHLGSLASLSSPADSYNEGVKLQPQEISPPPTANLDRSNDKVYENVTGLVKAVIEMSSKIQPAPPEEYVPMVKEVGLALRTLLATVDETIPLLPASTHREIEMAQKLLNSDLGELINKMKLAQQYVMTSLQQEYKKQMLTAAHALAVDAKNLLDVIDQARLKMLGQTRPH
PostGolgi ctrl: growth of the yeast control strain, post-Golgi counter-screen. efflux-deficient yeast background strain, growth absorbance A615, 16 h. inhibition, % at 10 µM. 98,000 tested, 5% active. AID 738
S1P2 ag: activates the human S1P2 receptor. O95136. S1P2-expressing cell line, agonist reporter read-out. activation, % at 4.5 µM. 97,000 tested, 0.46% active. AID 729; in the data active = activation above about 16%;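 also: 0% = vehicle low control and 100% = maximal reference agonist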
LYP act: activators of human LYP (PTPN22) phosphatase; Q9Y2R2; recombinant LYP, DiFMUP fluorescence; 0 = plate median, 100 = signal doubled; activation, % at 2 µM; 96,000 tested, 0.11% active; AID 697;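 active = activation at 2 µM above a set limit, the mean plus 5 SD, cut at about 37% in these data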
LYP inh 2: inhibitors of human LYP (PTPN22) phosphatase; 96,000 tested, 0.21% active; recombinant LYP catalytic domain, DiFMUP fluorescence; inhibition, % at 2 µM;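 active = inhibition at 2 µM at or above a set limit, the screen mean plus 3 SD, cut at about 24% in these data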;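 also: 0% = DMSO with enzyme and 100% = enzyme fully blocked by orthovanadate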
EphB4 ephrin blk: EphB4-ephrin-B2 interaction antagonism | EphB4 LBD / TNYL-RAW-Alexa532 peptide, fluorescence polarization | inhibition, % at 7 µM | AID 720 | 97,000 tested, 0.15% active | P54760;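 active = inhibition above the screen-wide mean inhibition plus 3 SD, cut at about 15% in these data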;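 also: 0% = DMSO wells and 100% = excess unlabeled TNYL-RAW peptide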
PostGolgi yeast: growth inhibition of a yeast mutant, post-Golgi transport screen | post-Golgi transport phenotypic cell assay | inhibition, % at 10 µM | 98,000 tested, 0.9% active | AID 739;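 also: yeast cells grown in 1536-well plates; yeast grown about 18 h at 30C before absorbance read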
S1P2 blocker: S1P2 (human) receptor antagonism | cell-based S1P2 antagonist assay, inhibition at 5 uM | inhibition, % at 5 µM | 97,000 tested, 0.21% active; in the data active = inhibition above about 45%;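 also: CRE beta-lactamase reporter cells expressing human S1P2 stimulated with S1P; 0% = agonist at EC80 alone and 100% = agonist plus reference antagonist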
HIV Rev-RRE inh: inhibitors of HIV-1 Rev-RRE RNA interaction; P05866; Rev peptide-RRE RNA binding, FRET; inhibition, % at 8 µM; 97,000 tested, 0.79% active; AID 704;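 active = inhibition above the screen-wide mean plus 3 SD, cut at about 35% in these data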;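 also: 0% = median DMSO wells and 100% = median Neomycin B control wells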
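Material: labelled RRE RNA duplex and labelled Rev peptide / Buffer or medium: HEPES pH 7.5 salt buffer with EDTA / Compound dosing: single point, 8 µM final nominal compound concentration / Benchmarks: DMSO low control, neomycin B high control / Timing: 5 min preincubation and 15 min binding, 25 °C / Technique: FRET fluorescence readout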
Starred values were filed as active, the others as inactive; · = not tested or not shown. Rule as the data show it, unless noted: active = inhibition above about 30%; inactive = the rest.

The first two entries as a preview:
SMILES	FAK inh	PostGolgi ctrl	S1P2 ag	LYP act	LYP inh 2	EphB4 ephrin blk	PostGolgi yeast	S1P2 blocker	HIV Rev-RRE inh
O=c1c2cc(N3CCOCC3)ccc2[nH]c(=S)n1CCCN1CCCC1	3	-1	-7	-9	6	8	13	13	-1
COCCn1c(SCCN2CCCCC2)nc2ccccc2c1=O	-6	13	-2	-2	2	7	-1	15	1

The listing (from the top)
SMILES	FAK inh	PostGolgi ctrl	S1P2 ag	LYP act	LYP inh 2	EphB4 ephrin blk	PostGolgi yeast	S1P2 blocker	HIV Rev-RRE inh
O=c1c2cc(N3CCOCC3)ccc2[nH]c(=S)n1CCCN1CCCC1	3	-1	-7	-9	6	8	13	13	-1
COCCn1c(SCCN2CCCCC2)nc2ccccc2c1=O	-6	13	-2	-2	2	7	-1	15	1
O=S(=O)(c1cccs1)N1CCN(CC(O)COC2CCCc3ccccc32)CC1 (stereo not drawn)	-2	12	-2	0	-1	7	9	-1	8
CCNc1nc(N)nc(Oc2ccc(C(=O)OC)cc2)n1	0	8	-7	8	-7	2	7	-3	5
CSc1nnnn1-c1ccc(C(=O)O)cc1	-2	25	-3	-1	3	-3	9	11	6
Cc1cc(=O)oc2ccc(OCC(=O)N3CCc4ccccc43)cc12	-5	0	-11	6	-7	0	-1	7	3
O=C(CCC(=O)OCC(=O)c1ccc(Br)cc1)NC1CCCCC1	0	37*	0	-7	9	-1	-4	-3	3
O=C(NCCCNCCCNC(=O)c1ccccn1)c1ccccn1	3	14	-4	9	-8	-1	-4	21	4
OC(Cn1cncn1)c1ccc(Cl)cc1Cl (stereo not drawn)	-1	40*	-3	-1	0	1	78*	1	7
CCCC1(C(=O)OCC)NC(c2ccc(N(C)C)cc2)C2C(=O)N(c3ccccc3)C(=O)C21 (stereo not drawn)	2	7	-3	-4	3	-5	0	-11	-2
CC(C)NC(=O)C(C)n1cccc1C(=O)c1ccccc1 (stereo not drawn)	-1	4	-7	-2	2	-3	0	4	5
Cc1cc(C)nc(NC(=O)CSc2nc3ccccc3s2)n1	0	3	-3	-4	6	-3	-6	-28	5
N=c1n(-c2ccccc2)c(O)cc(=O)n1-c1ccccc1	-4	9	0	-1	-1	-5	-2	5	0
O=C(/C=C/c1cccc(Cl)c1)Nc1ccncc1	12	13	-5	4	1	1	1	-8	-3
COC(=O)c1ccc(NC(C)=O)o1	-5	0	-8	7	-4	-2	-5	12	4

Whole records, quoted from the list. Order of values: FAK inh | PostGolgi ctrl | S1P2 ag | LYP act | LYP inh 2 | EphB4 ephrin blk | PostGolgi yeast | S1P2 blocker | HIV Rev-RRE inh
CCCC1(C(=O)OCC)NC(c2ccc(N(C)C)cc2)C2C(=O)N(c3ccccc3)C(=O)C21 (stereo not drawn) is listed as 2 | 7 | -3 | -4 | 3 | -5 | 0 | -11 | -2
OC(Cn1cncn1)c1ccc(Cl)cc1Cl (stereo not drawn) is listed as -1 | 40* | -3 | -1 | 0 | 1 | 78* | 1 | 7
CC(C)NC(=O)C(C)n1cccc1C(=O)c1ccccc1 (stereo not drawn) is listed as -1 | 4 | -7 | -2 | 2 | -3 | 0 | 4 | 5
Cc1cc(=O)oc2ccc(OCC(=O)N3CCc4ccccc43)cc12 is listed as -5 | 0 | -11 | 6 | -7 | 0 | -1 | 7 | 3
O=C(NCCCNCCCNC(=O)c1ccccn1)c1ccccn1 is listed as 3 | 14 | -4 | 9 | -8 | -1 | -4 | 21 | 4

(continued)
SMILES	FAK inh	PostGolgi ctrl	S1P2 ag	LYP act	LYP inh 2	EphB4 ephrin blk	PostGolgi yeast	S1P2 blocker	HIV Rev-RRE inh
Cc1cc(C)n2nc(SCC#N)nc2n1	0	-2	-9	0	-3	-9	4	-9	4
O=C(CN1CCN(c2ccc(F)cc2)CC1)c1ccc2c(c1)OCO2	-3	4	-6	-2	6	-9	6	-10	1
Cc1cc(NC(=O)CCCS(=O)(=O)c2nc(-c3cccs3)cc(C(F)(F)F)n2)no1	4	35*	-5	12	-12	-4	13	25	3
Cc1cc(N2CCOCC2)nc(-c2ccc([N+](=O)[O-])cc2)n1	-3	10	-6	8	-3	-7	0	-3	-2
C=CCn1c(-c2ccccc2)n[nH]c1=S	0	4	-4	2	-3	-9	5	-11	2
CCOc1ccc(C2C=C(c3ccc(F)cc3)Nc3ncnn32)cc1 (stereo not drawn)	1	25	-3	0	-3	0	13	-5	57*
Cc1ccc(-c2cc(-c3ccccc3Cl)c(C#N)c(N)n2)o1	-2	8	1	6	-2	-6	0	-12	17
OC(CN1CCN(c2ccccc2)CC1)Cn1c2ccccc2c2ccccc21 (stereo not drawn)	0	36*	0	8	-9	-2	-1	3	2
CCC1(C)CC(C(CC(=O)O)c2ccc(C)cc2)CCO1 (stereo not drawn)	-1	10	-1	16	-13	-7	-2	-19	3
CC(C(=O)N=c1sc2ccccc2n1C)N1C(=O)C2CC=CCC2C1=O (stereo not drawn)	7	10	-10	2	-5	-4	0	21	4
COc1cc(C=O)ccc1OCc1c(C)noc1C	1	2	-5	7	-7	5	5	-20	5
Cc1ccc(NC(=O)c2cc(-c3cccc(O)c3)on2)cc1C	-5	21	-5	-7	7	-1	-12	21	11
CN(CC(CC(=O)O)c1ccccc1)S(=O)(=O)c1ccc(Br)cc1 (stereo not drawn)	0	-5	-9	2	-5	-7	3	-2	1
CCNC(=S)NNC(=O)c1ccccc1OC(F)F	-3	-2	-6	-1	-4	5	4	5	11
Cc1ccc(S(=O)(=O)NC(CC(=O)O)c2ccccc2)cc1 (stereo not drawn)	-2	9	-8	6	-2	-10	-11	0	2
COc1ccc(OC)c2c1sc(=NC(=O)c1ccco1)n2C	4	19	-3	1	-5	2	-8	-19	1
O=[N+]([O-])c1cc(Br)c(O)c(/C=N/Nc2nnnn2-c2cccc3ccccc23)c1	4	9	-3	-8	8	9	-4	-15	13
COCCNC(=O)C(c1cccs1)N(CCc1ccccc1)C(=O)Cn1nnc2ccccc21 (stereo not drawn)	1	-3	-2	0	-3	-8	-5	-13	2
CCNC(=S)NNC(=O)c1cc(-c2cc(C)ccc2C)nc2ccccc12	-11	2	-1	-1	4	3	-2	21	3
CC(C)(C)NS(=O)(=O)c1ccc2c(c1)oc(=O)c1cc(S(=O)(=O)NC(C)(C)C)ccc12	0	5	7	-3	0	-5	-8	-3	3
COCCN(CC(=O)NCc1ccc(OC)cc1)C(=O)CCC(=O)Nc1nccs1	-1	-4	0	-8	8	-6	3	16	2
COc1ccc(OC)c(C2C3=C(CCCC3=O)Nc3c2c(=O)n(C)c(=O)n3C)c1 (stereo not drawn)	0	-8	0	-6	3	-3	-5	-5	4
CCN(CC)C(=O)Nc1c(C)n(C)n(-c2ccccc2)c1=O	1	·	-2	13	-11	1	·	-13	5
Cc1ccc(/C=C/c2ccc(=O)n(Cc3ccccc3Cl)n2)cc1	1	42*	-2	-9	11	2	-5	-10	14
CC1(C)C(c2ccccc2)=NC(c2ccc(F)cc2)N1O (stereo not drawn)	8	11	-8	-4	3	3	0	12	4
CC1CC(C)CN(CCCNC(=O)COc2cc(=O)n(C)c3ccccc23)C1 (stereo not drawn)	0	·	-7	10	-6	-5	·	7	1
CCOCCCN1C(=O)CN(C2CCCCCC2)C(=O)C1c1ccc(OC)cc1 (stereo not drawn)	-1	6	-2	12	-13	-7	-11	2	-2
COc1ccc(C(C#N)N2CCCCC2)cc1OC (stereo not drawn)	8	4	-5	-6	3	2	3	9	9
O=S(=O)(c1ccc(-c2ccccc2)cc1)N1CCOCC1	0	16	-7	-10	5	-1	6	-23	-5
CCOc1ccc2nc(NCCCNS(=O)(=O)c3ccc(F)cc3)c(C#N)cc2c1	-1	·	0	-1	1	-2	·	1	23
O=C(Cc1cccs1)Nc1cccc(C(=O)Nc2ccco2)c1	-2	15	-2	-4	4	-3	-5	-3	-1
COC(=O)C1=C(N)Oc2cc(C)n(Cc3ccccc3)c(=O)c2C1c1ccccc1 (stereo not drawn)	11	24	-4	-9	8	8	-2	3	1
COCCCNC(=O)c1ccc(N(C)S(=O)(=O)c2ccc(OC)cc2)cc1	-3	13	-9	4	0	3	8	14	2
COC(=O)c1cn(C)c2ccc(S(=O)(=O)N3CCCC3)cc2c1=O	5	4	-3	-5	2	1	-7	19	0
CCN(C(=O)c1coc(=O)c(Br)c1)c1ccc2c(c1)OCO2	-1	2	-5	-2	-1	-1	-2	17	22
Cc1cc(Nc2ccccc2N2CCOCC2)n2ncnc2n1	-1	·	-3	18	-20	-1	·	1	-7
Cc1nn(-c2cc(N3CCCCC3)ccc2[N+](=O)[O-])c(=O)c2ccccc12	0	·	-1	1	-1	-7	·	-11	1
COC(=O)C1=C(N)Oc2cc(C)n(Cc3cccnc3)c(=O)c2C1c1ccc(OC)c(OC)c1 (stereo not drawn)	3	3	-7	-3	2	5	-1	5	11
O=C1c2ccccc2C(=O)c2c1ccc(C(=O)N1CCCCC1)c2NCCO	-1	13	2	2	0	-3	-6	0	-27
CC1CN(C(=O)CN2C(=O)NC3(CCCCCC3)C2=O)CC(C)O1 (stereo not drawn)	5	-2	-7	8	-5	4	3	2	9
Clc1ccc(C2CC(c3ccco3)n3ncnc3N2)cc1Cl (stereo not drawn)	2	·	-9	7	-5	1	·	5	15
CCCNC(=O)c1cc(SC)ccc1Cl	-1	-8	-1	26	-31	-5	-7	-12	7
CCc1nnc(NC(=O)CSc2nnc(Cc3ccccc3)o2)s1	-6	-7	-8	-12	11	-7	14	16	0
Cc1ccc2nc(SCC(=O)Nc3cc(C(F)(F)F)ccc3N3CCOCC3)[nH]c2c1	1	2	1	3	-3	0	-6	-20	10
CSCC[C@H](NC(=O)NCc1ccccc1F)C(=O)O	1	-2	-7	5	-5	-1	9	-10	12
O=C(c1coc(=O)c2ccccc12)N1CCN(Cc2ccccc2)CC1	-3	5	-3	12	-11	3	-5	-4	3
O=C(CSc1nc(-c2ccccc2)c(-c2ccccc2)[nH]1)N1CCN(S(=O)(=O)c2ccccc2)CC1	4	4	-5	-3	4	2	0	-14	-1
O=C(O)Cn1nc(-c2ccccc2)oc1=O	2	4	0	2	-5	-2	0	-31	5
Cc1ccccc1NC(=O)Cn1nnc(-c2ccc(N3CCOCC3)cc2)n1	2	0	-5	-5	5	2	3	16	9
C=CCn1c(=O)c2ccccc2n2c(SCc3cc(=O)n4ccsc4n3)nnc12	1	1	-5	-3	4	-4	-2	21	3
O=C1c2ccccc2C(=O)N1c1ccc(-c2nc3ccccc3o2)cc1	1	3	-4	8	-11	-1	-2	25	10
COc1cc(C(=O)N(CCc2ccccc2)C2=CC3CCC(C2)N3C)cc(OC)c1OC (stereo not drawn)	1	·	-4	-2	2	3	·	-14	-1
O=C(N/N=C1\CCCc2ccccc21)c1ccccc1[N+](=O)[O-]	-2	·	1	11	-12	1	·	6	6
Cc1ccc(C)c(NC(=S)NCc2cccn2C)c1	0	1	-5	-2	3	-1	-2	1	5
CC(C)CCNC(=O)C(c1ccncc1)N(Cc1cccs1)C(=O)Cn1nnc(-c2ccc(F)cc2)n1 (stereo not drawn)	0	·	-7	-9	9	4	·	5	0
O=C(COc1ccc(F)cc1)OCCN1CCOCC1	-1	5	-5	0	0	-1	3	-9	4
c1cncc(-c2nnc3n2C2(CCCCC2)Cc2ccccc2-3)c1	1	-4	-2	-3	5	-4	5	1	2
Cc1ccc(C2C(C#N)=C(N)SC(N)=C2C#N)cc1	-4	40*	-4	-1	-1	-5	-4	1	59*
Cc1cc(C)n(-c2ccc(C(=O)OCC(=O)c3ccc(Br)s3)cc2)n1	19	20	-3	-7	8	9	-5	-4	16
CC(=O)NC(c1ccccc1)c1nc2ccccc2[nH]1 (stereo not drawn)	-1	2	-6	-7	8	0	-5	6	7
Cc1ncoc1C(=O)NCc1ccccc1Cl	1	8	-3	2	-4	0	0	6	4
Cn1ncc2nnn(-c3ccccc3)c(=O)c21	2	14	2	-3	-1	-8	25	3	5
O=C(Nc1nc(-c2ccccc2)cs1)C1CCCN(S(=O)(=O)c2ccccc2)C1 (stereo not drawn)	0	13	-7	-4	5	2	2	15	9
